Source: PubChem BioAssay
ELG1 genotoxic – induces genotoxicity in HEK293T cells with luciferase-tagged ELG1; AID 504466; HEK293T ELG1-luciferase reporter, luminescence, 16 h; Potency, µM (top dose mostly 46 µM), for inactives: at the highest dose activity change, positive = activation, usual class: activators; 1.3% of 330,000 active; also: % of control where 0% means no effect; nearly all actives have a fitted effect of over 60% in size
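16 hr compound incubation (37 °C, 5% CO2) of HEK293T cells carrying luciferase-tagged ELG1; luciferase then measured by ONE-Glo luminescence after 30 min at RT.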
NPC1 promoter act – activators of NPC1 promoter. Huh7 NPC1 promoter luciferase reporter, 24 h. AID 485313. Potency, µM (highest dose often 9.22 µM), for inactives: at the top dose activation, actives largely listed as activators. 2.4% of 320,000 active;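 also: % of control where 0% means no effect; nearly all actives have a fitted effect of over 60% in size; reporter is driven by a mutant NPC1 promoter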
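Luminescence from an NPC1 promoter-driven luciferase reporter in stably transfected Huh7 cells was measured after 24 h compound treatment at 37 °C, followed by 10 min ambient incubation with luciferase detection reagent.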
MBNL1 CUG block – inhibitors of human MBNL1 binding to CUG repeat RNA | Q9NR56 | TR-FRET MBNL1-His/biotin-(CUG)12 binding, 665/545 ratio | Potency, µM (top dose mostly 57.5 µM), inactives show top-dose activity change, negative = inhibition, most hits filed as inhibitors | 0.036% of 280,000 active | AID 2675; active = well fitted inhibition curve with a large enough effect in the signal ratio, with a control signal flat, not every such curve was filed as active; inconclusive = small, poorly fitted or top-dose-only effect, or effect the other way, or a change in a side signal; inactive = no such curve, though single readings can be large or run the other way; the % refers to the signal ratio; also: % is scaled to controls: 0 for no effect and ±100 for the full control effect
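Compound titration spanned 92 nM–58 uM against the MBNL1-His/biotin-(CUG)12 complex. After 60 min at room temperature with 5 nM streptavidin-XL665 and 0.055 ng/ul terbium anti-His, ratiometric 665/545 nm emission (Ex 340 nm) normalized to controls.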
Gal4-VP16 FLuc – Gal4-VP16 reporter inhibition counter-screen | Drosophila S2 Gal4-VP16 UAS-luciferase, luminescence, 20 h | Potency, µM (highest dose often 53.6 µM), inactives show at the highest dose activity, negative = inhibition, usual class: inhibitors | 3.5% of 310,000 active | AID 2546;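 also: Gal4-VP16 expression switched on by copper sulfate through the metallothionein promoter; % is scaled to controls: 0 for no effect and ±100 for the full control effect; nearly all actives have a fitted effect of over 50% in size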
CXXC DNA block – inhibitors of human MLL CXXC domain-DNA interaction. Q03164. MLL-CXXC / FITC-HOXA9 DNA fluorescence polarization. Potency, µM (top dose mostly 115 µM), without a hit: at the top dose activity change, negative = inhibition, hits mostly inhibitors. 0.037% of 290,000 active. AID 2662; active = well fitted inhibition curve with a large enough effect in the polarisation, with a control signal flat, not every such curve was filed as active; inconclusive = small, poorly fitted or top-dose-only effect, or effect the other way, or a change in a side signal; inactive = no such curve, though single readings can be large or run the other way; the % refers to the polarisation
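Fluorescence polarization: 7 uM MLL-CXXC (stock) preincubated 5 min with compounds, then 50 nM fluorescein-HOX-A9 DNA (stock) added; 30 min ambient. Buffer 50 mM Tris-HCl pH 7.5, 50 mM NaCl, 1 mM DTT, 0.05% BSA.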
uPA surface inh – blocks generation of uPA at the cell surface | Potency, µM (series often up to 38.3 µM), for the others: at the highest dose activity change, negative = inhibition, hits mostly inhibitors | cell surface uPA generation assay, qHTS | 0.31% of 330,000 active | AID 540303; active = well fitted inhibition curve with a large enough effect; inconclusive = small, poorly fitted or top-dose-only effect; inactive = no such curve, though single readings can be large or run the other way; tested in mouse RAW 264.7 cells; also: % is scaled to controls: 0 for no effect and ±100 for the full control effect; nearly all actives have a fitted effect of over 55% in size
p53 reactivator – mutant p53 re-activation in reporter cells | Potency, µM (doses to about 92.2 µM), inactives show at the top dose activity change, positive = activation, hits mostly activators | H1299 p53-A138V BP100-luciferase reporter, luminescence, 24 h | 0.063% of 320,000 active; also: % of control where 0% means no effect; nearly all actives have a fitted effect of over 45% in size
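p53-null H1299 cells stably carrying temperature-sensitive p53-A138V and a BP100-luciferase reporter were pinned with compounds (4-point, 1:5 series) and held 24 hrs at 37 deg C. Luminescence was read 10 min after detection reagent.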
Rab9 promoter act – activates the Rab9 promoter | Huh7 Rab9 promoter-luciferase reporter, luminescence, 24 h | Potency, µM (highest dose often 9.22 µM), without a hit: at the highest dose activation, negative = inhibition, actives largely listed as activators | 2.8% of 320,000 active | AID 485297; also: % of control where 0% means no effect; nearly all actives have a fitted effect of over 60% in size
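Luminescence from Amplite-detected luciferase (10 minutes, ambient) reports Rab9 promoter activation. Before that, stable Rab9-luciferase Huh7 cells (1500/well, reduced-serum OP-MEM I plus 10% FBS) were exposed to compound for 24 hours at 37C.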
RORg inh – blocks mouse ROR gamma transcriptional activity; Drosophila S2 Gal4-RORgamma UAS-luciferase reporter, 20 h; Potency, µM (highest dose often 53.6 µM), for the others: top-dose activity change, negative = inhibition, most hits filed as inhibitors; 5.4% of 310,000 active; AID 2551; also: % is scaled to controls: 0 for no effect and ±100 for the full control effect; nearly all actives have a fitted effect of over 60% in size
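Read-out: Photinus luciferase luminescence; inhibitors lower reporter signal. Insect Schneider cells with Gal4-ROR gamma fusion under metallothionein promoter, UAS reporter; 700 uM final copper sulfate induction, 20 hr, ambient temperature.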
FLuc counter – firefly luciferase modulation, counter-screen for miR-21 project | P08659 | 6.9% of 360,000 active | Potency, µM (highest dose often 57.5 µM), for the others: top-dose activity change, negative = inhibition, actives largely listed as inhibitors | purified FLuc, Km substrates, luminescence inhibition;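 also: plate controls were vehicle for no effect and reference inhibitor for full effect; nearly all actives have a fitted effect of over 55% in size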
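Purified P. pyralis luciferase (10nM final) with 10uM D-luciferin and 10uM ATP (Km levels) in 50mM Tris acetate pH 7.5, 10mM Mg acetate, 0.01% Tween-20, 0.05% BSA; qHTS 6-point titration, ~60 µM downward; luminescence read.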
BRCA1 expr act – increases BRCA1 expression | 1.1% of 380,000 active | AID 624202 | Potency, µM (top dose mostly 46.1 µM), for the others: at the highest dose activation, usual class: activators | MCF7-BRCA1-FFLuc reporter, luminescence, 48 h; response scale: scaled: vehicle 0%, 10 µM genistein 100%; also: nearly all actives have a fitted effect of over 80% in size; some results filed as inactive show a strong effect at the top dose
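Activators of BRCA1 expression were detected as increased firefly luciferase luminescence in engineered MCF7 cells after 48 h compound incubation. Signals were scaled to genistein 10 microM as full activation.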
* hit, by the source's call; ? = inconclusive; . = not tested or not shown; & = joins results of further samples; [ ] = remark or other dose. Unless noted, calls follow the shape of the dose curve; as a rule, active = well fitted curve in the direction sought with a large enough effect; inconclusive = small, poorly fitted or top-dose-only effect, or another doubt; inactive = no such curve, though single readings can be large; an effect the other way counts as inactive or inconclusive. Potency is read from the fitted curve at half-maximal effect.

SMILES	ELG1 genotoxic	NPC1 promoter act	MBNL1 CUG block	Gal4-VP16 FLuc	CXXC DNA block	uPA surface inh	p53 reactivator	Rab9 promoter act	RORg inh	FLuc counter	BRCA1 expr act
c1ccc(Cc2ccc(OCCn3cncn3)cc2)cc1	?	-3%	6%	5%	3%	0%	11%	0%	?	1%	-3%
Cc1ccc(S(=O)(=O)Cc2ccc(C(=O)N3CCC(C(N)=O)CC3)o2)cc1	1%	-1%	1%	7%	-18%	6%	4%	-4%	-1%	1%	13%
O=C(NNC(=O)C1CCN(C(=O)Nc2ccccc2)CC1)c1ccc(F)cc1	0%	1%	.	.	.	-13%	6%	-4%	.	3%	-4%
Cc1ccc(NC(=O)CSc2nc(-c3ccco3)cc(C(F)(F)F)n2)cc1C	1%	-29%	-5%	-9%	7%	.	6%	-15%	?	2%&0%	-78%
CC1C(=O)Nc2ccc(S(=O)(=O)N3CCN(c4cccc(C(F)(F)F)c4)CC3)cc2NC1=O (stereo not drawn)	-5%	-3%	-1%	-13%	18%	-3%	-8%	2%	?	0%	-33%
Cc1cccc(C)c1OCC(=O)Nc1ncn[nH]1	-5%	-3%	-6%	11%	-2%	.	12%	1%	-13%	-1%&-2%	-8%
CCOC(=O)c1cc(NC(=O)Nc2cc(C)ccn2)c(C)nc1C	0%	0%	-8%	0%	-12%	-9%	3%	3%	11%	-2%	16%
COC(=O)c1ccc(Cl)c(NC(=O)CN(c2ccc(OC)c(OC)c2)S(C)(=O)=O)c1	0%	-3%	3%	-8%	-1%	-2%	-6%	-2%	26%	0%	2%
Cc1noc(C)c1C(=O)Nc1cc(Cl)ccc1N1CCOCC1	1%	1%	.	.	.	-3%	2%	-1%	.	5%	-31%
CN1CCN(C(=S)c2ccc(Br)cc2)CC1	0%	1%	-19%	-20%	2%	0%	-12%	-1%	?	3%	-15%
O=C(CSc1nnnn1-c1ccccc1)c1ccc(O)cc1O	6%	12%	-2%	-1%	3%	2%	4%	0%	16%	?	37%
Cc1cccc(/C=C2/Sc3ccc(C(=O)N4CCOCC4)cc3NC2=O)c1	-6%	-4%	?	-13%	0%	-10%	-16%	-2%	17%	?	-27%
COc1ccc(NC(=O)CSc2nc3sc4c(c3c(=O)n2-c2ccc(OC)cc2)CCN(C)C4)cc1	0%	1%	166%[activator]	29%	30%	-11%	3%	1%	38%	-4%	3%
O=C(Nc1cccc(Cl)c1Cl)c1ccncc1	2%	6%	-1%	11%	-4%	-2%	0%	-2%	-1%	?	-18%
CCOc1ccccc1OCC(O)CNC (stereo not drawn)	.	.	-19%	-9%	1%	.	.	.	-8%	2%	0%
O=C(NNC1=NS(=O)(=O)c2ccccc21)c1ccccc1	6%	29%	-7%	?	-1%	-8%	1%	25%	13µM*	4.8µM*	28%
CCn1c(CC(=O)Nc2ccccc2F)nnc1SCC(=O)N1CCN(c2ccccc2)CC1	-1%	3%	-10%	-10%	1%	-4%	-2%	-5%	-9%	3%	-19%
CC(C)c1cc(C(=O)N2CCCC(N3CCN(c4ccc(F)cc4)CC3)C2)no1 (stereo not drawn)	-8%	-17%	0%	-12%	4%	-7%	3%	-2%	?	2%	-1%
Cn1ccnc1CN1CCCCC1C(=O)Nc1ccc(Oc2cccnc2)cc1 (stereo not drawn)	10%	-25%	21%	3%	-8%	?	-5%	-6%	-9%	1%	-37%
COc1ccc(C2(C)NC(=O)N(CC(=O)Nc3ccc4ccccc4c3)C2=O)cc1OC (stereo not drawn)	-7%	-1%	.	.	.	-9%	-5%	-1%	.	2%	-46%
CC(CNC(=O)CCc1nnc(CCC2CCCCC2)o1)c1ccccc1 (stereo not drawn)	10%	-2%	19%	2%	2%	-7%	6%	13%	11%	?	70%
CCCn1nc(C(=O)Nc2nc3ccccc3[nH]2)c2ccccc2c1=O	-3%	-3%	-6%	20µM*	2%	-10%	-15%	-3%	13µM*	-18%	7%
O=C(NC1CCCCC1)N1CCN(C(c2ccccc2)c2ccccc2)CC1	-5%	0%	6%	-4%	2%	-29%	-1%	-10%	-21%	-6%	-33%
O=C1c2cccc3c(N4CCCCC4)ccc(c23)C(=O)N1CCO	?	?	?	-1%	?	2%	?	?	?	15µM*	?
Cc1cc(CC(=O)O)c(C)cc1CC(=O)O	0%	7%	-18%	-3%	1%	-8%	1%	0%	2%[10 µM]	2%	7%
O=C(OCC(=O)N1CCN(C(=O)c2ccco2)CC1)c1ccccc1OCc1ccc(Cl)cc1	-3%	-6%	-9%	-11%	4%	-7%	-2%	10%	?	?	14%
CCCCC(CC)CNC(=O)/C=C/c1ccc(F)cc1 (stereo not drawn)	-1%	1%	-2%	-18%	-4%	.	-3%	-4%	22%	-12%	.
CCN(CC)CCCn1c(C)cc2c(c1=O)C(c1ccc(OC)c(OC)c1OC)C(C#N)=C(N)O2 (stereo not drawn)	-1%	-6%	6%	-18%	?	1%	-22%	-3%	-2%	-3%	-6%
COc1ccc(-c2nc(-c3cccc(C)c3)no2)cc1OC	?	0.79µM*	3%	?	0%	.	?	4.5µM*	?	4.3µM*	?
CC1(C)NC(=O)N(CC(=O)N2CCN(S(=O)(=O)c3ccccc3F)CC2)C1=O	2%	-5%	.	.	.	2%	5%	-4%	.	4%	2%
COc1cccc(NC(=O)c2ccccc2C(F)(F)F)c1	-1%	-5%	-10%	-8%	11%	0%	16%	4%	-16%	0%	1%
O=C(NCc1n[nH]c(=O)c2ccccc12)C1CC(=O)N(c2ccccc2)C1 (stereo not drawn)	-1%	-6%	.	.	.	-4%	-4%	-3%	.	-3%	-18%
Cc1ccc2nc3c(cc(C#N)c(=O)n3-c3nccs3)c(=O)n2c1	0%	3%	?	0%	-13%	2%	3%	8%	11%	-9%	23%
O=C(NCc1cccnc1)c1cc(Sc2ccc(F)cc2F)nc2ccccc12	-8%	-12%	14%	-2%	-5%	-2%	-12%	-12%	37%	0%	-31%
O=C(O)c1ccc2cccnc2c1O	-1%	0%	-14%	-20%	-11%	6%	-2%	0%	14µM*	-13%	0%
CCc1cc(=O)oc2cc(C)cc(OCC(=O)C(C)(C)C)c12	-16%	-5%	-8%	-8%	-4%	-1%	-1%	-11%	-5%	-6%	-46%
CCOc1ccc(OCCn2c(=S)[nH]c3c(N)ncnc32)cc1	1%	-1%	-3%	4%	1%	-1%	-4%	3%	2.5µM*	?	-2%
Cc1nn(C)cc1CNC(=O)c1cccc(Br)c1	3%	0%	-9%	-2%	0%	1%	6%	0%	?	-2%	-7%
O=C(NCCN1C(=O)C2C3C=CC(C3)C2C1=O)Nc1cccnc1 (stereo not drawn)	4%	1%	-3%	-10%	0%	16%	3%	-4%	3%	-3%	0%
COc1cccc(N(CC(=O)NCCSCc2ccc(Cl)cc2)S(C)(=O)=O)c1	-23%	0%	-4%	-6%	3%	3%	-1%	8%	22%	-5%	-14%
Cc1ccc(/C(O)=C2/C(=O)C(=O)N(c3ccccn3)C2c2ccc([N+](=O)[O-])cc2)cc1 (stereo not drawn)	0%	-6%	?	-1%	-23%	4%	.	-4%	17%	-3%	18%
CNC(=O)CSc1nc2c([nH]c3ccccc32)c(=O)n1CCOC	?	-2%	-21%	-4%	6%	-7%	3%	4%	-45%	-3%	-25%
O=C(c1cc(COc2ccc(F)cc2Cl)on1)N1CC2C[C@@H]3CC1C[C@H](C2)C3	9.2µM*	3.2µM*	2%	?	-9%	10%	?	2.5µM*	-29%	6.7µM*	-14%
O=C(Nc1cccc(S(=O)(=O)N2CCOCC2)c1)C(c1ccccc1)N1CCCCC1 (stereo not drawn)	-6%	-3%	-8%	-3%	-3%	-5%	0%	-4%	8%	-2%	-12%
CC(C)CNC(=O)COC(=O)c1ccc(Cl)c(S(N)(=O)=O)c1	1%	3%	-9%	3%	8%	2%	13%	-2%	-16%	1%	0%
Cc1ccc(CNC(=O)c2cc(S(=O)(=O)N3CCCC3)cn2C)cc1	1%	-1%	5%	-7%	.	16%	.	-4%	31%	4%	2%
O=C(Nc1ccccc1N1CCCC1)c1ccc(N2CCCC2=O)cc1	1%	-5%	.	.	.	-29%	1%	-5%	.	2%	24%

Only part of the results is shown; the hit share may differ from the screen's.
